# Growth percent in the NCI-60 one-dose screen (48 h, 10 µM unless noted): 100 = growth as untreated, 0 = no growth, -100 = all killed.
# SR: SR leukemia cells | 73,000 tested, 8.7% active | AID 1794780
# K-562: K-562 leukemia; 78,000 tested, 7.4% active; AID 1794777
# CCRF-CEM: CCRF-CEM leukemia | 77,000 tested, 7% active | AID 1794778
# MDA-MB-435: MDA-MB-435 melanoma; 82,000 tested, 7.8% active
# RPMI-8226: RPMI-8226 leukemia cells. 77,000 tested, 7.5% active
# MDA-MB-468: MDA-MB-468 breast cancer; 78,000 tested, 8.5% active
# MOLT-4: MOLT-4 leukemia cells; 80,000 tested, 6.9% active; AID 1794779
# HOP-62: HOP-62 NSCLC; 80,000 tested, 3.9% active
# * hit, by the source's call; / = no result given; & = joins results of further samples. Rule for the calls: active = growth percent below 10; inactive = the rest. Compounds were not picked by outcome. Share with any hit: about 15%.
SMILES,SR,K-562,CCRF-CEM,MDA-MB-435,RPMI-8226,MDA-MB-468,MOLT-4,HOP-62
COC(=O)[C@@H]1CCCN1C(=O)C1CCCN1C(=O)[C@@H](Cc1ccccc1)NC(=S)Nc1cc(C(F)(F)F)cc(C(F)(F)F)c1 (some centres undefined),60,59,66,64,44,49,59,92
OC(c1cc2ccc(C(F)(F)F)cc2c2cc(C(F)(F)F)ccc12)C1CCCCN1 (centres undefined),-85*,-95*,-68*,-100*,-54*,-74*,-73*,-100*
CC1(C)Oc2cc3oc(=O)ccc3c3c2C2C1CCC(C)(O3)C2O (centres undefined),82,89,96,106,108,91,87,97
CC(C)CC(C)NCC(C)O (centres undefined),98,103,99,115,111,108,104,108
N#Cc1ccc2c(c1)CN(c1ncc(Cc3cccc(-n4cccn4)c3)s1)CC2,60,51,64,76,49,39,47,87
COc1cc(C)c(Br)c(C)c1,87,87,110,102,107,101,85,108
COc1ccc(/C=N\NC(=O)Cn2c3ccccc3c3ccncc32)cc1OC,91,/,86,104,81,98,80,89
COc1ccccc1NC(=O)CC(C)=O,95,97,100,118,101,101,100,119
OC(Cn1cncn1)(Cn1cncn1)c1ccc(F)cc1F,/,115,106,96,107,118,90,107
CCN(CC)CCC(C(=O)O)(c1ccccc1)c1ccccc1,96,102,97,98,104,120,89,86
O=C(Nc1ccc(OCc2nnc(-c3ccccc3)o2)c(F)c1)Nc1ccc(Cl)c(Cl)c1,6.9*,34,38,69,25,26,44,77
O=C1CSC(c2cccnc2)N1Nc1ncnc2ccccc12 (centres undefined),106,107,103,102,112,106,108,97
Cc1oc(-c2ccc(Cl)cc2)nc1C1=NN(C(=O)c2ccncc2)C(c2ccc(Br)cc2)C1 (centres undefined),96,90,95,97,91,90,79,91
CC1(C)NCCC[C@]2(C)[C@H]3C=CC4=C5C[C@@](C)(C(=O)N[C@@H](CO)Cc6ccccc6)CC[C@]5(C)CC[C@@]4(C)[C@]3(C)CC[C@@H]12,44,52,86,94,69,90,69,94
O=C1c2cccc3c(-c4ccccc4)ccc(c23)C(=O)N1c1nc2ccccc2s1,89,88,95,107,93,91,100,93
CN1CCN(CC(=O)Nc2nc3c(s2)Nc2ccccc2NC3=O)CC1,75,77,95,91,101,93,92,111
CCN(C(=O)CN1CCN(c2cc3c(cc2F)c(=O)c(C(=O)O)cn3CC)CC1)c1nc(-c2ccccc2)cs1,-11*,12,14,-14*,-3.5*,-7.7*,11,15
COc1ccc(-c2cc(=O)c3c(CC(=O)O)cc(O)cc3o2)cc1,88,/,89,104,99,100,86,99
C[C@@H]1CC[C@H]2[C@@H](C)C(O)O[C@@H]3O[C@]4(C)CC[C@@H]1[C@]32OO4 (some centres undefined),/,11,29,2.5*,3.4*,28,34,59
CCCCNc1ncnc2[nH]ncc12,103,88,98,100,118,106,111,92
C=CCOc1ccc2c(c1)CC[C@@H]1[C@@H]2CC[C@@]2(C)[C@H]1CC[C@]2(C)O,58,4.0*,71,87,52,81,73,109
O=C1NC(=S)S/C1=C\c1ccc(Cl)c(Cl)c1,67,94,65,94,65,85,85,76
Cc1ccc(C(C)C)cc1Oc1cccc(-c2c(-c3ccc(C(F)(F)F)cc3)ncn2C2CCNCC2)n1,-76*,-61*,-74*,-93*,-59*,-90*,-80*,-83*
CC(Cc1nnc(SCC(=O)Nc2ccc(I)cc2)n1N)c1ccccc1 (centres undefined),/,87,55,100,60,/,93,71
Cc1nc(-c2cc3ccccc3oc2=O)ccc1C(=O)/C=C/c1ccc(Cl)c(Cl)c1,95,103,104,103,101,110,102,107

# Exported with two lines to a compound: entries from further up.
# Second line of a record – SR | K-562 | CCRF-CEM | MDA-MB-435 | RPMI-8226 | MDA-MB-468 | MOLT-4 | HOP-62
O=C1CSC(c2cccnc2)N1Nc1ncnc2ccccc12 (centres undefined)
  106 | 107 | 103 | 102 | 112 | 106 | 108 | 97
CN1CCN(CC(=O)Nc2nc3c(s2)Nc2ccccc2NC3=O)CC1
  75 | 77 | 95 | 91 | 101 | 93 | 92 | 111
O=C(Nc1ccc(OCc2nnc(-c3ccccc3)o2)c(F)c1)Nc1ccc(Cl)c(Cl)c1
  6.9* | 34 | 38 | 69 | 25 | 26 | 44 | 77

# Remaining list, next part
SMILES,SR,K-562,CCRF-CEM,MDA-MB-435,RPMI-8226,MDA-MB-468,MOLT-4,HOP-62
O=C(NCCOCCOCCNc1cccc2c1C(=O)N(C1CCCNC1=O)C2=O)c1cc2c(o1)C(=O)c1ccccc1C2=O (centres undefined),13,9.0*,15,-94*,/,-37*,8.9*,-65*
NS(=O)(=O)Oc1cccc(-c2nc3sccn3c2-c2ccccc2)c1,20,17,40,3.3*,44,19,31,50
Cc1cc(=O)n(-c2nc(-c3cccs3)c(C#N)c(=O)[nH]2)[nH]1,89,92,92,114,99,105,87,84
O=C(CS(=O)(=O)c1oc(-c2ccc(Cl)cc2)nc1S(=O)(=O)c1ccccc1)N1CCCC1,/,/,-45*,-42*,-14*,-91*,/,93
O=C(O)c1cn(C2CC2)c2cc(N3CCN(CCCN4C(=O)c5ccccc5C4=O)CC3)c(F)cc2c1=O,/,98,87,106,61,/,113,/
CCOC(=O)c1oc2nc(-c3cnccn3)cc(-c3cccs3)c2c1N,82,111,95,103,96,110,97,99
O=C(NC1(N2CCOCC2)CC1)c1ccc(Cl)cc1,111,101,102,101,106,98,96,96
Cc1cc(C(=O)Nc2cc(Cl)ccc2Cl)c(C)o1,90,107,105,104,99,109,107,112
CN(C)N=C1CCCCC1,116,116,114,103,104,100,102,92
O=c1[nH]c(Cl)ncc1F,/,121,100,66,73,/,143,114
COc1cc(-n2cc(C#N)c(N)c2C(=O)c2ccc(F)cc2)cc(OC)c1OC,96,95,107,113,107,96,94,106
CC(C)CCCCc1c[nH]c(=O)[nH]c1=O,96,99,/,101,95,111,103,99
O=C(c1ccccc1)C(O)C(Br)(CBr)c1ccccc1 (centres undefined),59,51,50,67,74,51,75,107
COc1ccc(NC(=O)c2sc3nc4c(cc3c2N)CCCC4)cc1,1.4*,7.0*,9.5*,-21*,15,14,21,35
Oc1cc(O)c(CN2CCOCC2)cc1CN1CCOCC1,110&91,109&102,112&86,99&101,110&97,98,109&90,100&95
CC1(C)CC[C@]23CC[C@]4(C)[C@H](CC[C@@H]5[C@@]6(C)C/C(=C/c7ccccn7)C(=O)C(C)(C)[C@@H]6CC[C@]54C)[C@H]2[C@H]1OC3,81,88,95,94,85,116,87,90
COc1ccc(/C=N/N=C(\C)c2nnn(-c3ccc([N+](=O)[O-])cc3)c2C)cc1OC,111,100,103,98,95,95,106,100
CCCCN(CCCC)CCC(=O)c1cc(-c2ccccc2)oc1-c1ccccc1,101,91,101,108,97,105,100,98
Cc1ccccc1OCCSc1nc2ccc(NC(=O)c3cccs3)cc2s1,73,59,85,104,68,121,71,112
CN(CCC#N)C(=O)Nc1ccccc1,96,96,111,107,107,109,100,99
O=C(C1C(O)CC2c3ccccc3N(Cc3ccccc3)C21)N1CCCCC1 (centres undefined),97,97,102,104,103,106,102,111
OC(c1ccccc1)(c1ccccc1)C1CC1c1ccncc1 (centres undefined),90,87,82,110,86,92,89,108
Cc1ccc(N2CCN(C(N)=S)CC2)cc1Cl,88,99,106,90,105,101,89,73
O=C(Cn1ccc(=O)[nH]c1=O)Nc1nccs1,83,103,102,103,101,98,109,90
COC(=O)c1cccc2ccccc12,97,90,102,107,102,103,84,82

# Further results.
SMILES,SR,K-562,CCRF-CEM,MDA-MB-435,RPMI-8226,MDA-MB-468,MOLT-4,HOP-62
CCN(Cc1cccc(S(=O)(=O)O)c1)c1ccc(C(=C2C=CC(=[N+](C)C)C=C2)c2ccc(N(C)C)cc2)c(S(=O)(=O)O)c1,100,94,101,110,102,118,101,97
COc1ccc(-c2cc(-c3cc(OC)ccc3OC)nc3sc(C(=O)c4ccccc4)c(N)c23)cc1,97,99,107,98,81,101,91,95
CN(C)c1ccnc(CNCCSC2(c3ccccc3)c3ccccc3C=Cc3ccccc32)c1,-53*,-27*,-2.6*,-86*,-48*,-55*,7.4*,9.3*
Cc1cc2c(cc1C)NC(C)CC(=O)N2 (centres undefined),97,108,95,97,74,/,96,66
Nc1ncnc2nc(NCc3ccccc3)[nH]c12,108,95,97,105,/,93,112,97
CCOP(=O)(CCCCCCP(=O)(OCC)OCC)OCC,97,123,106,115,99,107,99,108
C=C1C(=O)O[C@H]2[C@H]1CC/C(COC(=O)/C=C/C(=O)NCc1ccc(Cn3c(=O)sn(-c4ccccc4)c3=O)cc1)=C\CC[C@@]1(C)O[C@@H]21,/,-0.4*,-31*,-27*,-33*,-43*,-28*,85
COC(=O)c1nn2c(c1C(=O)OC)CC1C(=O)N(c3ccccc3)C(=O)C1C2 (centres undefined),101,105,98,96,113,106,85,99
O=C(O)c1cc(O)ccc1O,110,103,93,110,97,99,112,108
Nc1nc(NC(=O)Nc2ccc(S(N)(=O)=O)cc2)nn1-c1ccc(S(N)(=O)=O)cc1,82,110,89,105,97,100,111,96
COc1cc(-c2nc3sc(C4CC4)nn3c2-c2cccc(F)c2)cc(OC)c1OC,63,89,80,84,72,70,44,95
CC1(C)OC2C(CO)OC(n3cnc4c(=S)nc[nH]c43)C2O1 (centres undefined),66,88,88,110,99,/,100,84
O=C1/C(=C/c2ccc(Cl)cc2)COc2ccc(O)cc21,5.4*,2.4*,-5.8*,65,-32*,85,15,102
O=C(CCCCl)Nc1nc(-c2ccc(Cl)cc2)cs1,64,83,102,96,80,89,82,102
COc1ccc(CN(CCN(C)C)c2ncccn2)cc1,102,99,97,105,97,105,101,100
Cn1cnc2ccccc2c1=O,100,102,102,101,110,105,120,95
O=C(O)c1cc(O)c(O)c(OC(=O)c2cc(O)c(O)c(O)c2CNc2ccc(S(=O)(=O)O)cc2)c1,107,111,109,121,115,100,103,130
CCCCc1ccc(-c2nc3c(c(C)nc4c3nnn4-c3ccc(OC)cc3)c(=O)o2)cc1,97,103,106,105,111,101,102,/
Fc1ccc(-c2nn3c(-c4cc(C(F)(F)F)cc(C(F)(F)F)c4)nnc3s2)cc1,/,69,87,76,96,25,93,-11*
COC(=O)[C@]12CC[C@@H](C)[C@H](C)[C@@H]1C1=CC[C@@H]3[C@@]4(C)C/C(=N\O)[C@H](O)[C@@]5(C)COC(=C45)C[C@@]3(C)[C@]1(C)CC2,-39*,-58*,-49*,-84*,-41*,-72*,-63*,-97*

# Molecules from the list above with a COOH group, in the order listed:
SMILES,SR,K-562,CCRF-CEM,MDA-MB-435,RPMI-8226,MDA-MB-468,MOLT-4,HOP-62
CCN(CC)CCC(C(=O)O)(c1ccccc1)c1ccccc1,96,102,97,98,104,120,89,86
CCN(C(=O)CN1CCN(c2cc3c(cc2F)c(=O)c(C(=O)O)cn3CC)CC1)c1nc(-c2ccccc2)cs1,-11*,12,14,-14*,-3.5*,-7.7*,11,15
COc1ccc(-c2cc(=O)c3c(CC(=O)O)cc(O)cc3o2)cc1,88,/,89,104,99,100,86,99
O=C(O)c1cn(C2CC2)c2cc(N3CCN(CCCN4C(=O)c5ccccc5C4=O)CC3)c(F)cc2c1=O,/,98,87,106,61,/,113,/
O=C(O)c1cc(O)ccc1O,110,103,93,110,97,99,112,108
O=C(O)c1cc(O)c(O)c(OC(=O)c2cc(O)c(O)c(O)c2CNc2ccc(S(=O)(=O)O)cc2)c1,107,111,109,121,115,100,103,130
